Runt-CBFb FRET – inhibitors of human RUNX1 Runt domain binding to CBFb | Cerulean-Runt/Venus-CBFb FRET ratio 530/480, 1 h | inhibition, % at 20 µM | 220,000 compounds, 0.46% hits;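 active = inhibition over about 50% at 20 µM in the single-dose screen, limit read from the data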;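 also: 0% = DMSO wells and 100% = excess unlabeled CBFb competitor control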
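Reagent – Venus-CBFb binding partner, 100 nM · Assay system – Cerulean-tagged RUNX1 Runt domain (FRET donor) fusion protein · Input – 100 nM per protein · Incubation – two 1 h room-temperature incubations shielded from light · Measured by – FRET fluorescence · Medium – Tris buffer pH 7.5 with salts and BSA · Benchmarks – unlabeled CBFb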
RBBP9 inh – inhibitors of human serine hydrolase RBBP9; O75884; recombinant RBBP9, FP-Rh probe fluorescence polarization; inhibition, % at 7.94 µM; 220,000 compounds, 0.2% hits; AID 1515;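 active = inhibition above the campaign mean of all tested compounds plus 3 SD, cut at about 14% in these data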;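 also: plate controls were DMSO wells with RBBP9 for no effect and wells lacking RBBP9 protein for full effect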
Target sequence (O75884 whole entry, looked up): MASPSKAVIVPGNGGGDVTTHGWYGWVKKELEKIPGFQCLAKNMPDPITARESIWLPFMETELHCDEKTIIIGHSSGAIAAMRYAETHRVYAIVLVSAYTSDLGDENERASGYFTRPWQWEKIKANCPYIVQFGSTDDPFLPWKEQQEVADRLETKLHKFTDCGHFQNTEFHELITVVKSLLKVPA
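Test system: recombinant human RBBP9; Timing: 30 min then 45 min, 25 °C; Detection: fluorescence polarization; Control set: RBBP9 with DMSO as uninhibited control, no-protein wells as full inhibition; Compound dosing: one concentration, 7.94 µM nominal, 0.794% DMSO; Probe or stimulus: FP-Rh activity-based probe, 375 nM before mixing.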
S1P4 antag – antagonists of human S1P4 receptor; O95977; S1P4-expressing cells, antagonist mode, reporter read-out; inhibition, % at 4.98 µM; 220,000 compounds, 0.26% hits; AID 1510; in the data active = inhibition above about 29%;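 also: 0% = wells stimulated with agonist and 100% = vehicle wells without agonist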
Ba/F3 V617F tox – lowers viability of Ba/F3 cells expressing EpoR and JAK2V617F | ATP luminescence | inhibition, % at 5.6 µM | 220,000 compounds, 1.1% hits;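 active = inhibition above the campaign mean plus 3 SD over all tested compounds, cut at about 24% in these data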;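 also: cytokine-independent growth of Ba/F3 cells driven by EpoR plus mutant JAK2; 0% = DMSO-treated cells and 100% = JAK inhibitor I control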
S1P4 ag – activates the human S1P4 receptor. S1P4-expressing cell line, agonist reporter assay. activation, % at 4.98 µM. 220,000 compounds, 0.35% hits. AID 1509; in the data active = activation above about 11%;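 also: 0% = DMSO vehicle and 100% = reference agonist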
NPY-Y2 PAM-ag – potentiates or activates human NPY-Y2 receptor. P49146. cells expressing NPY-Y2, potentiator/agonist read-out. activation, % at 3.6 µM. 220,000 compounds, 0.45% hits. AID 1359; in the data active = activation above about 27%;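 also: cells stimulated with NPY near EC25 plus isoproterenol at EC100; 0% = vehicle plus submaximal agonist and 100% = vehicle plus saturating agonist; some results beyond the cut were filed as inactive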
Target sequence (P49146 whole entry, looked up): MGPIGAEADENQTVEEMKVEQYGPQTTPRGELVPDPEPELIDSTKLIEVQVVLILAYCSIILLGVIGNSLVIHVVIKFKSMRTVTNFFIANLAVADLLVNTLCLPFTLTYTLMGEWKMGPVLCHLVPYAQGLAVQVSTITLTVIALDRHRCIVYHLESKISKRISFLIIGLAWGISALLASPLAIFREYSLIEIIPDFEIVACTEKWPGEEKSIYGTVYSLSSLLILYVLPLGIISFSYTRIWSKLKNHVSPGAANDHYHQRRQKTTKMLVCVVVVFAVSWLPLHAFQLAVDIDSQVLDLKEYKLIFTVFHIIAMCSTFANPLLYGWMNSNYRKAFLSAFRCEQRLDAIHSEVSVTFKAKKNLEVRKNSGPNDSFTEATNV
NPY-Y1 antag – NPY-Y1 (human) receptor antagonism; P25929; HEK293-CNG Y1 cells, membrane potential fluorescence; NPY at EC95, then isoproterenol; inhibition, % at 3.6 µM; 200,000 compounds, 1% hits; AID 1040;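 active = inhibition above the campaign mean inhibition of all tested compounds plus 3 SD, cut at about 20% in these data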;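 also: 0% = DMSO wells given NPY plus isoproterenol and 100% = isoproterenol alone without NPY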
Target sequence (P25929 whole entry, looked up): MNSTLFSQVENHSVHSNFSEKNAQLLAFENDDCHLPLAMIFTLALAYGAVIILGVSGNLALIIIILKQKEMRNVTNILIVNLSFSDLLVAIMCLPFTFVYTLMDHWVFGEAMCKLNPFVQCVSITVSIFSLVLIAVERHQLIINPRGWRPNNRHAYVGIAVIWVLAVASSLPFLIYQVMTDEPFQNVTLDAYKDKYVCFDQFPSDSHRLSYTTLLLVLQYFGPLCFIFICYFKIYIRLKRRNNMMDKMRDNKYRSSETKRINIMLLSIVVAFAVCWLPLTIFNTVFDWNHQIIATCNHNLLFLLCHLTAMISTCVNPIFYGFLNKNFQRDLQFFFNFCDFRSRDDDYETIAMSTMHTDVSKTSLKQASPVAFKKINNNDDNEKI
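System: HEK293 cells with Y1 receptor plus CNG channel / Probe or stimulus: NPY 25 nM then isoproterenol 1 µM plus Ro 20-1724 25 µM / Compound: one concentration, 3.6 µM, in 0.4% DMSO / Schedule: compound incubation 1 h at room temperature, readout 45 min post-stimulation / Measured by: membrane potential fluorescence / Read-out: % inhibition of NPY effect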
NPY1 pot ag – potentiates or activates human NPY-Y1 receptor; 220,000 compounds, 0.37% hits; activation, % at 3.6 µM; AID 1304; P25929; NPY-Y1 expressing cells, potentiator/agonist activation; in the data active = activation above about 33%, passing the limit was not always enough;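 also: cells stimulated with NPY at EC10 then isoproterenol at EC100; 0% = low agonist plus stimulus and 100% = saturating agonist plus stimulus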
BaF3 parental – counter-screen for JAK2V617F inhibitors: parental Ba/F3 viability inhibitors; CellTiter-Glo ATP luminescence; inhibition, % at 5.6 µM; 220,000 compounds, 1.1% hits; AID 1486;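 active = inhibition above a per-campaign cutoff, the mean inhibition of all tested compounds plus 3 SD, cut at about 27% in these data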;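 also: 0% = DMSO wells and 100% = JAK Inhibitor I control wells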
Starred values were filed as active, the others as inactive; . = not tested or not shown.

[1] C/C(CC(=O)C(F)(F)F)=N\NC(=O)/C(C#N)=C/N(C)C
[2] Cc1ccc(-n2c(SCC(=O)OC(C)C)nnc2-c2ccco2)cc1
[3] COCCn1c(SCC(=O)Nc2cccc(S(N)(=O)=O)c2)nc2ccccc21
[4] O=C(CSc1ccc2ccccc2c1)Nc1ccc(S(=O)(=O)Nc2nccs2)cc1
[5] COCCN(CCOC)C(=O)c1cc2c(=O)n3ccccc3nc2s1
[6] COc1cccc(C(=O)CSc2nnc(-c3cc(OC)c(OC)c(OC)c3)o2)c1
[7] COc1cccc(CNC(=O)C23CN(Cc4ccccc4)CC2C(c2ccc([N+](=O)[O-])cc2)=NO3)c1 (configuration not stated)
[8] CCO[C@H]1OC(C(=O)N2CCOCC2)=C[C@@H](c2cn(C(C)=O)c3ccccc23)[C@@H]1CCCO

Assay by compound	1	2	3	4	5	6	7	8
Runt-CBFb FRET	0	0	1	-7	7	-1	3	1
RBBP9 inh	-3	0	-4	-17	0	-8	-12	-1
S1P4 antag	-5	-5	-12	-62	-9	13	-11	10
Ba/F3 V617F tox	-4	-3	-3	0	-3	4	0	-1
S1P4 ag	-1.6	2.6	-1.9	0.3	0.7	1.6	-4.3	2.0
NPY-Y2 PAM-ag	15	3	-2	11	-1	-4	2	-21
NPY-Y1 antag	-8	6	6	-1	0	-1	9	-3
NPY1 pot ag	-13	-10	-8	9	-1	-8	12	-6
BaF3 parental	-2	2	3	6	4	6	3	2

[9] COC(=O)c1cccc(Cn2c(Cl)c(/C=N/Nc3ccccc3C)sc2=O)c1
[10] COc1ccc(N2CCC(CNC(=O)Nc3ccc(Cl)cc3)C2)cc1 (configuration not stated)
[11] NS(=O)(=O)c1ccc(CNC(=O)c2ccc(Br)o2)cc1
[12] O=C(CN1CCN(c2ccccc2F)CC1)c1ccc2cc[nH]c2c1
[13] COc1cc(Cl)ccc1NC(=S)N(CCCN1CCOCC1)Cc1cn(C)c2ccccc12
[14] COc1ccc(NC(=O)C2CCCN2S(=O)(=O)c2ccc3c(c2)CCC(=O)N3)cc1 (configuration not stated)
[15] O=C(Nc1ncccc1Cl)C1COc2ccccc2O1 (configuration not stated)
[16] C=CCn1c2ccccc2c2nnc(SCC(=O)NC(C(=O)OC)C(C)C)nc21 (configuration not stated)

Assay by compound	9	10	11	12	13	14	15	16
Runt-CBFb FRET	35	6	0	3	43	0	2	0
RBBP9 inh	-5	0	-6	-4	-4	-2	-8	-10
S1P4 antag	3	-5	-24	-31	-11	-9	-2	-20
Ba/F3 V617F tox	-3	1	5	2	-3	-1	-4	1
S1P4 ag	0.1	1.1	0.9	0.1	0.7	-0.5	-2.2	2.2
NPY-Y2 PAM-ag	-4	-1	-2	-3	1	14	-6	-1
NPY-Y1 antag	5	-11	1	5	-8	4	2	-4
NPY1 pot ag	-2	16	10	-9	3	4	-31	-5
BaF3 parental	0	1	3	4	2	2	2	6

[17] Cc1ccc(C(=O)N/N=C\c2cccn2C)cn1
[18] COc1ccc(-n2nccc2-c2nn(-c3cccc(OC)c3)c(=O)n(C)c2=O)cc1
[19] CCOC(=O)N1CCN(c2c(NCc3ccc(N(C)C)cc3)c(=O)c2=O)CC1
[20] Cn1cc(CN2CCC(C(O)CCc3ccccc3)CC2)c(-c2ccccc2F)n1 (configuration not stated)
[21] COc1cc2[nH]c(=O)n(Cc3ccc(C(=O)NCC4CCCO4)cc3)c(=O)c2cc1OC (configuration not stated)
[22] COc1cc(C2c3cc4c(cc3C(OC3OC5COC(c6cccs6)OC5C(O)C3O)C3COC(=O)C23)OCO4)cc(OC)c1O (configuration not stated)
[23] O=C(NC(=S)Nc1ccccc1[N+](=O)[O-])c1ccco1
[24] Cc1ccc(-n2c(SCC(=O)Nc3cccc(S(=O)(=O)NC4=NCCCCC4)c3)nc3ccccc3c2=O)cc1C

Assay by compound	17	18	19	20	21	22	23	24
Runt-CBFb FRET	6	1	3	0	1	0	7	-5
RBBP9 inh	-9	-6	-4	3	-4	-5	-1	-14
S1P4 antag	-20	-1	-9	-14	-10	-2	-12	-22
Ba/F3 V617F tox	-1	0	-5	4	-2	98*	7	5
S1P4 ag	2.2	0.8	0.8	4.2	0.8	3.8	2.4	-2.3
NPY-Y2 PAM-ag	15	-8	10	-14	-3	5	-3	2
NPY-Y1 antag	10	0	5	2	-3	.	-2	6
NPY1 pot ag	9	-30	11	-3	-12	21	8	-20
BaF3 parental	3	1	0	5	-2	102*	9	8

[25] O=C(Nc1ccc(Cl)cc1)Nc1ccccc1NS(=O)(=O)c1cccs1
[26] CCOC(=O)N1CCC(N2Cc3cccc(C(=O)N4CC(C)CC(C)C4)c3C2=O)CC1 (configuration not stated)
[27] CCCCC(=O)N1CCCC(c2nc3c(nnn3Cc3cc(C)ccc3C)c(=O)[nH]2)C1 (configuration not stated)
[28] Cc1noc(NS(=O)(=O)c2ccc(N/C=C/C(=O)c3ccc4c(c3)OCO4)cc2)c1C
[29] CCOC(=O)NC(=O)/C(C#N)=C\Nc1ccc(Cl)cc1Cl
[30] COc1cc2ccccc2cc1C(=O)NC(=S)Nc1cccc(C(=O)O)c1C
[31] O=C(O)c1cccc(NC2=C(Cl)C(=O)c3ccccc3C2=O)c1
[32] N=C(N)SCP(=O)(c1ccccc1)c1ccccc1

Assay by compound	25	26	27	28	29	30	31	32
Runt-CBFb FRET	-1	-1	-4	4	0	1	-19	3
RBBP9 inh	-7	-7	-6	-8	-11	-5	1	-5
S1P4 antag	5	-2	1	5	-16	1	-18	8
Ba/F3 V617F tox	2	2	3	1	0	-2	-2	-3
S1P4 ag	2.2	0.9	-1.6	-0.1	-0.3	-0.7	0.7	-1.8
NPY-Y2 PAM-ag	11	2	4	-4	-2	6	-5	-19
NPY-Y1 antag	0	-1	6	-4	10	.	-5	.
NPY1 pot ag	31	5	-16	-9	-18	3	3	15
BaF3 parental	62*	2	8	5	3	-4	0	-3

[33] COc1ccc(/C=N/Nc2nc(=O)[nH]nc2C)cc1[N+](=O)[O-]
[34] COc1cc(Cl)cc2c1Sc1ccccc1/C2=C/CCN(C)C
[35] Cc1nnc(-n2cnc3ccccc32)c2ccccc12
[36] CCOCCn1c(SC(C)C(C)=O)nc2c1c(=O)[nH]c(=O)n2C (configuration not stated)
[37] Cc1nccn1S(=O)(=O)c1ccc(Br)cc1Br
[38] S=c1[nH]nc(CSc2nc3ccccc3s2)o1
[39] CCc1ccccc1NC1c2ccccc2C(=O)N1c1cc(C)ccn1 (configuration not stated)
[40] O=C(Nc1ccc2c(c1)OCO2)c1ccc2nc[nH]c2c1

Assay by compound	33	34	35	36	37	38	39	40
Runt-CBFb FRET	2	6	0	2	-2	2	-3	1
RBBP9 inh	-2	-5	-7	6	-4	-12	-3	4
S1P4 antag	-12	-8	-23	20	14	6	-3	3
Ba/F3 V617F tox	-4	0	-3	-1	2	0	-4	-3
S1P4 ag	1.9	-1.0	1.4	0.8	-1.3	1.2	0.3	-1.7
NPY-Y2 PAM-ag	14	-23	-16	16	-17	-12	9	5
NPY-Y1 antag	-2	16	5	.	3	11	0	1
NPY1 pot ag	1	-17	1	2	-14	-28	0	-14
BaF3 parental	3	9	0	0	5	0	4	1

[41] CC1CCC/C(=N\NC(=O)c2ccncc2)C1 (configuration not stated)
[42] Cc1ccsc1C1C(C#N)=C(N)OC2=C1C(=O)CC(C)C2 (configuration not stated)
[43] O=C(CSc1ncccn1)N1CCC(Cc2ccccc2)CC1
[44] COc1ccc(CN(C2CCCC2)S(=O)(=O)c2ccc(-n3cnnn3)c(OC)c2)cc1OC
[45] Cc1ccc(-c2nn(-c3ccccc3)cc2C(=O)N2CCOCC2)cc1
[46] C=CCOC(=O)C1=C[C@@H](c2ccc(Br)cc2)[C@H](CCCO)[C@@H](OCC)O1
[47] O=C(NC(=S)NNC(=O)c1cccs1)c1ccco1
[48] CCN(Cc1ccccc1)Cc1c(C)[nH]c2c(C)c(C)ccc2c1=O

Assay by compound	41	42	43	44	45	46	47	48
Runt-CBFb FRET	0	3	-1	-7	0	-3	9	1
RBBP9 inh	7	-5	-2	-2	-10	-1	-2	-4
S1P4 antag	-21	1	-14	9	0	6	-4	9
Ba/F3 V617F tox	0	2	0	-3	-3	-3	-5	-2
S1P4 ag	0.8	-0.5	1.4	2.3	1.0	0.8	2.2	-0.8
NPY-Y2 PAM-ag	-5	8	0	-1	4	0	-6	4
NPY-Y1 antag	-1	-5	-2	-1	2	10	0	1
NPY1 pot ag	6	5	2	-17	25	6	-7	-10
BaF3 parental	7	-2	1	1	9	0	-2	2

Part of the list above with just Runt-CBFb FRET.
No. | Structure | Runt-CBFb FRET
45 | Cc1ccc(-c2nn(-c3ccccc3)cc2C(=O)N2CCOCC2)cc1 | 0
46 | C=CCOC(=O)C1=C[C@@H](c2ccc(Br)cc2)[C@H](CCCO)[C@@H](OCC)O1 | -3

Following part
[49] CC(C)CCNc1nc2c(c(=O)[nH]c(=O)n2C)n1CC(O)COC(C)C (configuration not stated)
[50] COc1ccc(C(=O)Nc2ccccc2C(=O)N/N=C/c2cccc3ccccc23)cc1
[51] COc1ccc(NC(=O)COC(=O)Cc2c(F)cccc2Cl)cc1OC
[52] Cc1c(Cl)cccc1NC(=O)CNC(=O)c1ccccc1F

Assay by compound	49	50	51	52
Runt-CBFb FRET	-4	.	0	0
RBBP9 inh	3	-10	-7	-7
S1P4 antag	-10	5	-20	-13
Ba/F3 V617F tox	2	1	3	0
S1P4 ag	1.4	0.9	1.5	1.5
NPY-Y2 PAM-ag	2	-9	-8	-9
NPY-Y1 antag	8	1	3	0
NPY1 pot ag	2	-7	5	-11
BaF3 parental	6	3	-1	4

Screens as filed in PubChem.
